Pf Dd2 inh – inhibitors of Plasmodium falciparum Dd2 growth. 94,000 tested, 2.3% active. activity change, % at 10 µM. AID 1159554. P. falciparum Dd2 growth, SYBR Green, 72 h; stronger effect = lower value; in the data active = activity change below about -80%
C diff HTS – inhibitors of Clostridium difficile growth; Clostridium difficile clinical isolate growth, OD600, 24 h; stronger effect = lower value; growth activity, negative = inhibition, % at 16 µg/mL (by protocol); 86,000 tested, 0.25% active;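 active = mean growth activity at or below -80% and every replicate also at or below -80%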;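 note: 0% = DMSO wells and -100% = levofloxacin 16 µg/mL wells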
GASC1 inh – inhibitors of human demethylase GASC-1 KDM4C; Q9H3R0; GST-KDM4C 2-372, H3K9me3 peptide, LANCE TR-FRET; inhibition, % at 12.5 µM; 96,000 tested, 0.15% active; AID 720574;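 active = mean replicate inhibition above about 25%, with at least 55% of replicates also reaching it, limit read from the data, passing the limit was not always enough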
Target sequence (Q9H3R0 2-372 limits assumed): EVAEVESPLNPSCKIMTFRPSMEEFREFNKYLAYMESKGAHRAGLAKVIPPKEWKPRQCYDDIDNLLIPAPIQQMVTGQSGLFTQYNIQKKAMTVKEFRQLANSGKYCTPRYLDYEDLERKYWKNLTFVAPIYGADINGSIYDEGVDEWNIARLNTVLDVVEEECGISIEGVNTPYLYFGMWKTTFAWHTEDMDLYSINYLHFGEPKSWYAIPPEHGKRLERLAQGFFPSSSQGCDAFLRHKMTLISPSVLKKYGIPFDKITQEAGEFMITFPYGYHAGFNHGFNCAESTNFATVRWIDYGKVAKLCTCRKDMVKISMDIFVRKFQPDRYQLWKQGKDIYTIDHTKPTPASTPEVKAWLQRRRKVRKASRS
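Material: GST-tagged GASC-1 (JMJD2C) catalytic fragment, aa 2-372 / Quantity: enzyme final amount 10 nM / Medium: HEPES buffer, pH 7.5, plus ascorbate / Doses: one test concentration per compound / Incubation: 30 min reaction, 60 min detection, RT / Measured by: LANCE TR-FRET / Read-out: inhibition from TR-FRET ratio decrease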
Tcruzi prolif – inhibitors of T. cruzi proliferation. T. cruzi beta-gal in NIH3T3, GalScreen luminescence, 90 h. 77,000 tested, 5.9% active. inhibition, % at 8.34 µM;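 active = mean inhibition above about 93%, with at least 55% of replicates each passing it, limit read from the data, passing the limit was not always enough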
An asterisk follows results filed as active; · = not tested or not shown.

SMILES	Pf Dd2 inh	C diff HTS	GASC1 inh	Tcruzi prolif
C[C@H]1CCCCO[C@H](CN(C)Cc2ccc(C(F)(F)F)cc2)[C@@H](C)CN([C@@H](C)CO)C(=O)c2cc(NC(=O)Cc3ccccc3)ccc2O1	-30.7	·	0.2	37.7
COc1ccc(S(=O)(=O)N[C@@H]2CC[C@H](CC(=O)N3CCN(c4ccccc4)CC3)O[C@@H]2CO)cc1	-1.3	-4.3	-0.3	-18.7
CN(C)C(=O)c1ccc(-c2ccc([C@@H]3[C@H]4CN(C(=O)C5CCCC5)CCCCN4[C@H]3CO)cc2)cc1	9.5	-12.8	·	114.3*
COCC(=O)Nc1ccc2c(c1)OC[C@H](C)N(C)C[C@H](C)[C@@H](OC)CN(C)C2=O	26.8	-3.5	-2.5	·
C[C@@H]1CCCCO[C@H](CN(C)C(=O)Nc2ccccc2)[C@@H](C)CN([C@H](C)CO)C(=O)c2cc(N(C)C)ccc2O1	13.6	-3.2	3.9	6.3
C[C@H]1CN([C@@H](C)CO)C(=O)c2cccc(NC(=O)Nc3ccc(C(F)(F)F)cc3)c2O[C@H]1CN(C)Cc1ccncc1	5.6	15.5	1.9	·
O=C(N[C@@H]1CC[C@H](CCNS(=O)(=O)c2cccc(Cl)c2)O[C@@H]1CO)c1ccncc1	-4.9	·	-0.4	39.2
COc1ccc(CN(C)C[C@H]2OCCCC[C@H](C)Oc3ccc(NC(=O)Nc4c(C)noc4C)cc3C(=O)N([C@H](C)CO)C[C@@H]2C)cc1	-43.5	1.2	0.3	-55.3
Cc1nn(C)cc1NC(=O)C[C@@H]1CC[C@@H]2[C@@H](COc3ccc(NC(=O)C4CCOCC4)cc3C(=O)N2C)O1	·	-1.8	7.4	32.4
O=C(N[C@@H]1C=C[C@@H](CC(=O)N2CCCCC2)O[C@@H]1CO)c1ccc2c(c1)OCO2	-0.8	·	-0.1	-15.0

Next section, overlapping the part above by five compounds.
SMILES	Pf Dd2 inh	C diff HTS	GASC1 inh	Tcruzi prolif
C[C@H]1CN([C@@H](C)CO)C(=O)c2cccc(NC(=O)Nc3ccc(C(F)(F)F)cc3)c2O[C@H]1CN(C)Cc1ccncc1	5.6	15.5	1.9	·
O=C(N[C@@H]1CC[C@H](CCNS(=O)(=O)c2cccc(Cl)c2)O[C@@H]1CO)c1ccncc1	-4.9	·	-0.4	39.2
COc1ccc(CN(C)C[C@H]2OCCCC[C@H](C)Oc3ccc(NC(=O)Nc4c(C)noc4C)cc3C(=O)N([C@H](C)CO)C[C@@H]2C)cc1	-43.5	1.2	0.3	-55.3
Cc1nn(C)cc1NC(=O)C[C@@H]1CC[C@@H]2[C@@H](COc3ccc(NC(=O)C4CCOCC4)cc3C(=O)N2C)O1	·	-1.8	7.4	32.4
O=C(N[C@@H]1C=C[C@@H](CC(=O)N2CCCCC2)O[C@@H]1CO)c1ccc2c(c1)OCO2	-0.8	·	-0.1	-15.0
CCCN1C[C@@H](C)[C@@H](OC)CN(C)C(=O)c2cc(NC(=O)Nc3ccccc3F)ccc2OC[C@H]1C	-59.5	·	0.9	33.3
CCS(=O)(=O)N1CC2(CN(C(=O)CN3CCOCC3)[C@H](CO)c3c2c2ccc(OC)cc2n3C)C1	9.6	-2.9	-0.1	·
COc1ccc(S(=O)(=O)Nc2cccc3c2O[C@@H](CN(C)S(=O)(=O)c2c(C)noc2C)[C@H](C)CN([C@@H](C)CO)C3=O)cc1	-8.9	·	12.5	-43.9
COc1ccc(NC(=O)N(C)C[C@@H]2Oc3ccc(NC(=O)Nc4cccc5ccccc45)cc3C(=O)N([C@@H](C)CO)C[C@H]2C)cc1	-1.4	-4.7	-1.1	-9.0
C[C@H]1CN([C@@H](C)CO)C(=O)c2cccc(NS(=O)(=O)c3ccccc3)c2O[C@H]1CN(C)S(=O)(=O)c1ccc(Cl)cc1	4.1	48.0	-0.8	49.3
COCC(=O)N1CC[C@H]2[C@@H]1c1cc(-c3ccc(F)cc3)ccc1N(C)[C@H]2CO	28.4	5.7	4.8	90.1
CC(C)NC(=O)Nc1ccc2c(c1)C(=O)N([C@H](C)CO)C[C@@H](C)[C@@H](CN(C)Cc1ccncc1)O2	9.0	2.3	0.0	·
COCC#Cc1cnc2c(c1)C(=O)N([C@H](C)CO)C[C@@H](C)[C@@H](CN(C)C(=O)Nc1ccccc1F)O2	16.3	2.8	6.3	13.0
C[C@H](O)C#Cc1ccc2c(c1)O[C@@H](CN(C)C(=O)Nc1ccccc1)[C@@H](C)CN([C@H](C)CO)S2(=O)=O	-37.4	5.3	·	64.4
C/C=C/c1ccc([C@H]2[C@H]3CN(CCC(F)(F)F)CCCCN3[C@H]2CO)cc1	-8.1	9.4	1.6	43.8
C[C@H](CO)N1C[C@H](C)[C@@H](CN(C)C(=O)Nc2cccc3ccccc23)Oc2ccc(NS(=O)(=O)c3ccc(F)cc3)cc2CC1=O	-60.7	2.8	-0.9	40.9
CCCC#Cc1ccc([C@@H]2[C@@H](CO)N3CCCCN(S(C)(=O)=O)C[C@@H]23)cc1	5.0	-11.4	-0.6	14.9
C[C@H]1CN([C@@H](C)CO)C(=O)c2cccc(NC(=O)c3ccc(-c4nccs4)cc3)c2O[C@H]1CN(C)Cc1ccc(-c2ccccc2)cc1	-53.6	32.3	-7.1	33.6
CO[C@H]1CN(C)C(=O)c2ccc(NC(C)=O)cc2OC[C@@H](C)N(Cc2nccs2)C[C@@H]1C	8.2	·	-0.6	-21.7
C[C@H]1CN([C@@H](C)CO)C(=O)Cc2cc(NC(=O)Nc3ccc4c(c3)OCO4)ccc2O[C@H]1CN(C)S(=O)(=O)c1ccccc1	-13.5	12.5	0.1	32.1
C[C@H]1CCCCO[C@@H](CN(C)Cc2ccncc2)[C@@H](C)CN([C@@H](C)CO)C(=O)c2cc(NS(=O)(=O)c3cccs3)ccc2O1	-41.1	0.3	0.3	31.6
COCCNC(=O)C[C@H]1CC[C@H](NC(=O)NC2CCCC2)[C@H](CO)O1	5.8	-0.7	-0.4	·
C[C@@H]1CN([C@H](C)CO)C(=O)Cc2cc(NS(=O)(=O)c3ccc(F)cc3)ccc2O[C@H]1CN(C)Cc1ccc(Cl)c(Cl)c1	10.4	·	0.6	70.7
Cc1noc(C)c1NC(=O)Nc1ccc2c(c1)C(=O)N([C@H](C)CO)C[C@H](C)[C@H](CN(C)C(=O)Nc1ccc3c(c1)OCO3)OCCCC[C@H](C)O2	25.2	0.2	0.8	59.3
CN1[C@@H]2c3ccc(-c4ccc(F)cc4)c(=O)n3C[C@H]1[C@H](CO)[C@H]2C(=O)NC1CCC1	·	·	1.1	-21.5
C[C@H]1CCCCO[C@@H](CN(C)S(=O)(=O)c2cn(C)cn2)[C@@H](C)CN([C@@H](C)CO)C(=O)c2cc(NC(=O)C3CCCCC3)ccc2O1	2.5	3.2	-0.3	-12.0
COC(=O)C[C@@H]1C[C@@H]2c3cc(NC(=O)Nc4ccccc4)ccc3O[C@@H]2[C@@H](CO)O1	-31.9	1.7	1.4	13.1
O=C(Nc1cccc(F)c1)N1[C@@H]2CNC[C@H]1C2c1ccc(-c2ccncc2)cc1 (some centres undefined)	2.7	3.4	2.7	·
C[C@@H]1CN([C@H](C)CO)C(=O)c2cc(C3=CCCC3)cnc2O[C@H]1CN(C)Cc1ccccc1C(=O)O	66.3	-3.1	1.0	66.3
C/C=C/c1ccc([C@@H]2[C@@H](CO)N[C@@H]2CN(CC)C(=O)c2ccccn2)cc1	-18.5	-5.5	-2.1	100.2*
O=C(C[C@H]1CC[C@H]2[C@@H](COC[C@H](O)CN2Cc2cccc(F)c2)O1)NCC1CCCCC1	-15.0	4.5	1.3	-2.2
N#C[C@@H]1[C@H](c2ccccc2-c2cccc(F)c2)[C@H](CO)N1C(=O)Nc1cc(F)ccc1F	-14.9	1.0	-1.5	·
C[C@H](O)C#Cc1ccc2c(c1)O[C@@H](CN(C)C(=O)Cc1ccccn1)[C@H](C)CN([C@@H](C)CO)S2(=O)=O	16.1	-3.3	1.1	·
CCC(=O)N[C@@H]1CC[C@@H](CCn2cc(C3CC3)nn2)O[C@@H]1CO	16.3	3.3	3.9	·
C[C@H]1CN([C@@H](C)CO)C(=O)c2cc(C3=CCCC3)cnc2O[C@H]1CN(C)C(=O)NC1CCCC1	34.2	-1.9	-0.8	29.0
CCCC(=O)Nc1ccc2c(c1)C(=O)N(C)[C@@H]1CC[C@H](CC(=O)O)O[C@@H]1CO2	7.4	1.7	3.2	0.7
CC=Cc1ccc2n(c1=O)C[C@H]1[C@H](CO)[C@@H](C(=O)NCCc3cn(C)cn3)[C@@H]2N1C(=O)C1CCCC1 (mixture of isomers)	11.6	5.0	14.8	-1.6
C[C@H]1CN([C@@H](C)CO)S(=O)(=O)c2ccc(-c3ccccc3F)cc2O[C@@H]1CN(C)Cc1cncnc1	-18.5	-6.9	2.4	35.0
COc1ccc(NC(=O)N[C@@H]2CC[C@@H](CC(=O)NC3CCC3)O[C@@H]2CO)cc1	10.1	·	0.6	3.5
C[C@H](CO)N1C[C@H](C)[C@@H](CN(C)Cc2ccc3c(c2)OCO3)Oc2c(cccc2N(C)C)C1=O	0.2	0.0	·	20.1
C[C@@H]1CN([C@@H](C)CO)C(=O)c2cc(-c3cccc(F)c3)cnc2O[C@@H]1CN(C)C(=O)C1CCOCC1	33.4	0.3	0.2	48.5
COc1cccc(S(=O)(=O)Nc2ccc3c(c2)[C@@H]2C[C@@H](CC(=O)NCCc4ccccc4)O[C@H](CO)[C@@H]2O3)c1	-19.0	·	-0.2	-17.1
CC(C)CC#Cc1ccc2c(c1)O[C@@H](CN(C)C(=O)Nc1ccccc1F)[C@H](C)CN([C@H](C)CO)S2(=O)=O	-65.6	-10.1	-1.8	115.4*
O=C(c1cccnc1)N1C[C@@H]2[C@H](c3ccccc31)[C@H](CO)N2C(=O)Nc1ccc(F)cc1	6.5	2.0	-0.3	14.6
COc1ccc2c3c(n(C)c2c1)[C@H](CO)N(Cc1nccs1)CC31CCN(C)CC1	11.5	4.2	-0.1	·
C[C@@H]1CN([C@H](C)CO)C(=O)Cc2cc(NC(=O)Cn3cnnn3)ccc2O[C@H]1CN(C)S(=O)(=O)c1cn(C)cn1	42.3	1.0	-0.4	-12.7
CN(C)CC(=O)Nc1ccc2c(c1)[C@@H]1C[C@H](CC(=O)NCc3ccccc3F)O[C@@H](CO)[C@@H]1O2	18.9	0.4	-2.2	2.3
COc1ccc(NC(=O)N[C@@H]2CC[C@@H](CCNC(=O)c3ccccc3F)O[C@H]2CO)cc1	0.2	-0.7	-2.0	-22.1
C/C=C/c1cnc2c(c1)C(=O)N([C@@H](C)CO)C[C@H](C)[C@H](CN(C)Cc1cncnc1)O2	21.6	-4.3	1.4	·
C[C@@H]1CN([C@@H](C)CO)C(=O)Cc2cc(NS(C)(=O)=O)ccc2O[C@H]1CN(C)S(=O)(=O)c1cccs1	6.0	-10.1	-0.1	50.2
C[C@H](CO)N1C[C@H](C)[C@H](CN(C)C(=O)CCCN(C)C)OCc2cnnn2CCCC1=O	16.5	·	1.8	73.7
O=C(c1ccncc1)N1C[C@@H]2N[C@H](C1)C2c1ccc(-c2ccncc2)cc1 (some centres undefined)	3.4	-8.3	1.1	·
C[C@@H]1CCCCO[C@@H](CN(C)C(=O)C2CCCCC2)[C@H](C)CN([C@@H](C)CO)C(=O)c2cc(NS(=O)(=O)c3ccccc3)ccc2O1	-1.0	-7.6	1.0	56.9
Cc1noc(C)c1S(=O)(=O)N(C)C[C@@H]1OCCCC[C@H](C)Oc2ccc(NS(=O)(=O)c3cccs3)cc2C(=O)N([C@@H](C)CO)C[C@H]1C	-35.8	0.0	-1.2	·
C[C@H]1CN([C@@H](C)CO)C(=O)c2cccc(NC(=O)Nc3ccc(C(F)(F)F)cc3)c2O[C@H]1CN(C)C(=O)Nc1cccc2ccccc12	-38.5	1.8	0.0	100.6*

Following part:
SMILES	Pf Dd2 inh	C diff HTS	GASC1 inh	Tcruzi prolif
C[C@H](CO)N1C[C@H](C)[C@H](CN(C)Cc2ccncc2)OCc2cnnn2CCCC1=O	-18.2	-0.1	1.2	30.1
CCCN(C)C[C@@H]1Oc2cc(C#CC(C)C)ccc2S(=O)(=O)N([C@@H](C)CO)C[C@H]1C	-47.8	-1.4	0.5	102.0*
C[C@@H]1CN([C@H](C)CO)C(=O)c2cccc(NC(=O)c3ccc(-c4nccs4)cc3)c2O[C@@H]1CN(C)Cc1ccccc1	-27.8	-7.5	-0.4	62.2
Cc1noc(C)c1S(=O)(=O)Nc1ccc2c(c1)C(=O)N([C@@H](C)CO)C[C@@H](C)[C@@H](CN(C)C(=O)Nc1ccccc1)O2	-1.5	2.8	-0.6	40.9
C[C@H]1CN([C@@H](C)CO)C(=O)c2cc(NC(=O)Cn3cnnn3)ccc2O[C@H]1CN(C)C	3.8	-2.1	1.4	·
Cc1ccc(S(=O)(=O)Nc2ccc3c(c2)CC(=O)N([C@@H](C)CO)C[C@H](C)[C@@H](CN(C)C(=O)Nc2ccc(C(F)(F)F)cc2)O3)cc1	2.3	3.3	3.8	13.9
C/C=C/c1ccc2c(c1)O[C@@H](CN(C)C(=O)CN1CCOCC1)[C@H](C)CN([C@@H](C)CO)S2(=O)=O	18.1	-1.1	0.1	-29.8

An unsorted share of the library; any-hit rate near 7.2%.
